LMNA splice mod – modulators of lamin A splicing; 200,000 compounds, 0.01% hits; Potency, µM (titrated, usually from 46.1 µM), for inactives: at the highest dose ratio change, negative = inhibition, most hits filed as inhibitors; AID 1487; HeLa LMNA splicing GFP/RFP minigene ratio, 48 h; active means well fitted inhibition curve with a large enough effect in the signal ratio, with a control signal flat, not every such curve was filed as active; inconclusive means small, poorly fitted or top-dose-only effect, or effect the other way, or a change in a side signal; the % refers to the signal ratio; further: potency means the concentration at half of the fitted maximal effect; on the % scale 0 is the no-effect control and ±100 the full control effect
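Read-out is the ratio of GFP to DsRed2 object intensity, acquired by 488 nm laser-scanning cytometry on HeLa lamin A-EGFP minigene reporter cells. Compound incubation 48 hrs at 37 °C in Opti-MEM with 2% FBS; DMSO 0.5% final.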
NPSR antagonist – blocks cAMP signaling of the human neuropeptide S receptor. CHO-NPSR cells, cAMP TR-FRET, antagonist mode. Potency, µM (highest dose often 38.3 µM), inactives show at the highest dose activity change, negative = inhibition, usual class: inhibitors. 220,000 compounds, 1% hits. AID 1461; further: potency means the concentration at half of the fitted maximal effect; on the % scale 0 is the no-effect control and ±100 the full control effect; nearly all actives have a fitted effect of over 50% in size; many of its hits are not listed in these tables
Target sequence (Q6W5P4 whole entry, looked up): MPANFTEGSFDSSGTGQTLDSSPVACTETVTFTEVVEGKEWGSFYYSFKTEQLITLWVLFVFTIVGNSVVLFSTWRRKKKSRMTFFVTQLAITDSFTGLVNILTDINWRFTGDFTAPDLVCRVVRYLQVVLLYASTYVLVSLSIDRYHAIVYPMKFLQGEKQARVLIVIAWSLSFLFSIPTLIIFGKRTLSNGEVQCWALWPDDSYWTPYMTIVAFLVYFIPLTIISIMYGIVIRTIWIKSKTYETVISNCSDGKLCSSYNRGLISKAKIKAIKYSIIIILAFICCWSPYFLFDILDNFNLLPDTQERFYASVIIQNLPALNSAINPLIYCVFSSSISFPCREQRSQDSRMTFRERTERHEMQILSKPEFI
Luc counter – counter-screen: inhibitors of Kinase-Glo firefly luciferase. Q27757. 200,000 compounds, 0.28% hits. Kinase-Glo luciferase, ATP luminescence, 8 min. AID 1379. Potency, µM (doses to about 38.3 µM), for inactives: top-dose activity change, negative = inhibition, hits mostly inhibitors; further: potency means the concentration at half of the fitted maximal effect; on the % scale 0 is the no-effect control and ±100 the full control effect; nearly all actives have a fitted effect of over 60% in size
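Compounds were added to a substrate mix at pH 7.2 (50 mM imidazole, 10 uM ATP, within the enzyme's linear range), followed by Kinase-Glo detection reagent; luminescence was measured after 8 minutes at ambient temperature.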
HTT aggregate – reduces HttQ103-GFP aggregates in PC12 cells | PC12 HttQ103-GFP aggregates, Acumen cytometry, 40 h | Potency, µM (doses to about 46.1 µM), inactives show at the highest dose activity change, negative = inhibition, most hits filed as inhibitors | 220,000 compounds, 1.1% hits; further: potency means the concentration at half of the fitted maximal effect; on the % scale 0 is the no-effect control and ±100 the full control effect; nearly all actives have a fitted effect of over 60% in size
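Multiplexed with ATP-based cell death, this channel scores GFP aggregates in PC12 cells expressing inducible HTTex1-Q103-GFP. Induction used 100 nM tebufenozide; compounds were tested in concentration series.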
Epigenetic reg – derepresses silenced GFP reporter in murine cells; 280,000 compounds, 0.2% hits; Potency, µM (highest dose often 53.9 µM), for inactives: at the highest dose GFP activation, hits mostly activators; AID 1865; murine LDR cells, GFP reporter derepression, 30 h; further: potency means the concentration at half of the fitted maximal effect; % of control where 0% means no effect; nearly all actives have a fitted effect of over 60% in size
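Reporter derepression read as number of fluorescent GFP-positive objects, 20-120 um in size, counted by laser-scanning cytometer. Mouse LDR line with an epigenetically silenced CMV-GFP locus; compound incubation 30 h, 37 C.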
IMPase Li cell – IMPase inhibition in cells with lithium potentiation; AID 1457; CHO-M1 cells, IP1 TR-FRET (IP-One), carbachol + lithium; 210,000 compounds, 0.35% hits; Potency, µM (titrated, usually from 59.4 µM), without a hit: at the highest dose activity, negative = IMPase inhibition, actives largely listed as inhibitors;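 further: IP1 builds up when IMPase is blocked and the TR-FRET signal falls; potency means the concentration at half of the fitted maximal effect; plate controls were basal vehicle for no effect and high inhibitor control for full effect; nearly all actives have a fitted effect of over 50% in size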
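IP1 accumulation measured by competitive TR-FRET in lysed CHO-M1 cells after 30 min compound exposure at 37C, with a small lithium addition to potentiate weak responses. Hill-equation AC50 from ratio and donor-channel data.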
CBFb RUNX1 block – CBF-beta/RUNX1 interaction disruption; AID 1477; 230,000 tested, under 10 active; AlphaScreen CBFb-His/RUNX1-biotin binding, biochemical; Q01196+Q13951; Potency, µM (highest dose often 59.8 µM), for the others: at the highest dose activity, negative = inhibition, actives largely listed as inhibitors; further: % of control where 0% means no effect
Target sequence (Q01196 whole entry, looked up): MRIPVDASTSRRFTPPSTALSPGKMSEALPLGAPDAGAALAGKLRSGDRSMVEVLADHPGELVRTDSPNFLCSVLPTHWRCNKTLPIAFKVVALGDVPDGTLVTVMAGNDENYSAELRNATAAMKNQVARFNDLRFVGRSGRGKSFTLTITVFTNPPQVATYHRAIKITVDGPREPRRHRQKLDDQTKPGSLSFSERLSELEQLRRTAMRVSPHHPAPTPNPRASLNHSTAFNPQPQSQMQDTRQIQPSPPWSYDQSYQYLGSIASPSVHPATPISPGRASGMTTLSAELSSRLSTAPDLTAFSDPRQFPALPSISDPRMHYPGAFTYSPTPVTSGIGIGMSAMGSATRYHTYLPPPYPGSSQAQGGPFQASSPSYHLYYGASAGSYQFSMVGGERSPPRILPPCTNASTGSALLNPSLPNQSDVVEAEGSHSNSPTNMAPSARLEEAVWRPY
Target sequence (Q13951 whole entry, looked up): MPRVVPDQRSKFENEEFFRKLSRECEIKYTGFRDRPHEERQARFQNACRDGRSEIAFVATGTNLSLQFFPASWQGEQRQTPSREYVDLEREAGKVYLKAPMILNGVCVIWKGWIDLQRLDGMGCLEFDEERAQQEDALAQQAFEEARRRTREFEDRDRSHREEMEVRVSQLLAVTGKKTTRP
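Proteins preincubated together for 20 min at RT before compound addition; 15 min later, nickel and streptavidin beads were added and left 90 min prior to AlphaScreen measurement.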
An asterisk follows results filed as active; ? = inconclusive; / = not tested or not shown; [ ] = remark or other dose. Unless noted, the call rests on the fitted dose curve; in most records, active means well fitted curve in the direction sought with a large enough effect; inconclusive means small, poorly fitted or top-dose-only effect, or another doubt; inactive means no such curve, though single readings can be large; an effect the other way counts as inactive or inconclusive.

SMILES	LMNA splice mod	NPSR antagonist	Luc counter	HTT aggregate	Epigenetic reg	IMPase Li cell	CBFb RUNX1 block
COc1ccccc1N1CCN(C(=O)C2c3ccccc3Oc3ccccc32)CC1	?	26%[46.1 µM]	-2%	?	0.5%	1%[38.3 µM]	7%
COc1ccc(-c2cc(-c3cccs3)c(C#N)c(SCC(=O)NCc3ccccc3)n2)cc1	4%	?	-4%	3%	-3.2%	?	26%
CN(c1ccc(C(=O)Nc2ccc(Cl)cn2)cc1)S(=O)(=O)c1ccccc1	?	-10%	-4%	?	1.1%	22%	3%
CCOc1ccccc1-c1nc(C(N)=O)c2[nH]c(=O)n(-c3ccccc3)c2n1	?	-15%[46.1 µM]	-6%	17%	0.0%	9%[38.3 µM]	1%
CCOc1ccc(C)cc1-n1nc2ccccc2n1	17%	-11%[46.1 µM]	-7%	-4%	-1.0%	-5%[38.3 µM]	10%
CCOC(=O)c1cnc(SCCc2ccccc2)nc1N	4%	-23%[46.1 µM]	-5%	-24%	0.8%	-6%[38.3 µM]	23%
Cc1cccc(C(=O)NC(=S)Nc2ccc3[nH]c(=O)[nH]c3c2)c1	?	-3%	0%	10%	-0.5%	3%	10%
COc1ccc2cc(C(C)CO)ccc2c1 (configuration not stated)	/	/	-1%	8%	-1.3%	-6%	8%
COCCCNC(=O)C1CC(=O)N(CCc2ccccc2)C1 (configuration not stated)	-4%	3%[46.1 µM]	-2%	13%	0.0%	-13%[38.3 µM]	1%
Cc1nc(-c2nc(-c3c(C(=O)NNC(=O)c4ccc(Cl)cc4)noc3C)cs2)cs1	/	-11%	/	-5%[9.22 µM]	1.1%	/	-4%
CCc1ccc(C(=O)Nc2ccc(S(=O)(=O)Nc3nc(C)cc(C)n3)cc2)o1	10%	-6%[46.1 µM]	3%	-3%	-1.1%	18%[38.3 µM]	-4%
CC1Cc2ccccc2N1C(=O)CO/N=C/c1ccccc1OC(F)F (configuration not stated)	-14%	-56%	0%	7%	0.0%	11%	6%
CC1CCN(CCCNC(=O)c2cc3c(=O)n(C)c4ccccc4c3n2C)CC1	-11%	-3%[46.1 µM]	17%	-5%	0.8%	20%[38.3 µM]	-1%
CCC(C)CCCCNC1=NCCS1 (configuration not stated)	-4%[46 µM]	-14%	1%	-14%	-1.5%	25%	-6%
CCCOc1cccc(C2C(C(=O)c3ccco3)=C(O)C(=O)N2CCN(CC)CC)c1 (configuration not stated)	2%	-8%[46.1 µM]	1%	-6%	-3.5%	-11%[38.3 µM]	0%
Cc1c(-c2ccccc2)sc2nc[nH]c(=S)c12	21%[9.22 µM]	-25%	-2%	3%	0.2%	-26%	10%
COc1ccc(CC(=O)Nc2cccc(-c3ccc4nncn4n3)c2)cc1OC	-4%[46 µM]	4%	1%	-13%	1.1%	-3%	2%
C=CCOc1ccc(CNc2ccc(NC(=O)CC(C)C)cc2)cc1OC	2%	3%	-2%	-9%	-1.4%	-1%	-9%
NC(=O)c1ccc(NC(=O)c2cccc3c2OCCCO3)cc1	/	-14%	/	-38%[9.22 µM]	3.5%	/	0%
C#CCOCCOCCOCCNc1nc(N2CCN(C(=O)[C@H](C(C)C)n3cc(CCO)nn3)CC2)nc(N2CCN(C(=O)[C@H](CCCCN)n3cc(CCCC)nn3)CC2)n1	-11%	6%	-3%	1%	-1.4%	-6%	-2%[2.36 µM]
N#CC1=C(N)Oc2c(sc3ccccc23)C1c1ccco1 (configuration not stated)	-15%	-7%[7.67 µM]	-2%	7%	16%	15%[38.3 µM]	-4%
O=C(CN1C(=O)NC2(CCCCC2)C1=O)N1CCN(S(=O)(=O)c2ccccc2)CC1	/	6%	-1%	14%	1.1%	-2%	-2%
O=C(N/N=C/c1ccc(Br)s1)c1cccc([N+](=O)[O-])c1	?	10%	2%	-22%[9.22 µM]	-0.8%	-1%	8%
COc1ccc(C(=O)Oc2c(C)occc2=O)cc1OC	1%	-3%[46.1 µM]	-1%	-4%	-1.1%	16%[38.3 µM]	-6%
CCCC(=O)Nc1ccccc1-c1nnc(SCC)[nH]c1=O	/	9%	/	-18%[9.22 µM]	0.0%	/	7%
O=C1C=C(c2ccccc2)C(=O)N1Nc1ccccc1	-11%	13µM*	-3%	-93%	-2.7%	50%[activator][38.3 µM]	0%
Cc1nn(CCCC(=O)NCc2ccc(F)cc2)c(C)c1[N+](=O)[O-]	-8%	7%	-2%	22%	2.2%	-7%	-9%
CCOC(=O)C1(Cc2ccccc2C(F)(F)F)CCN(Cc2ccon2)CC1	/	-17%	/	4%[9.22 µM]	-2.6%	/	7%
O=C(NCc1nc2ccccc2[nH]1)C1=C[C@@H](c2ccccc2)C[C@@H](OCc2ccc(CO)cc2)O1	/	16%	/	2%[9.22 µM]	4.5%	1%	10%
COC(=O)c1cc(OC)c(OC)cc1NC(=O)c1cnccn1	-5%	-3%[46.1 µM]	-3%	17%	0.0%	16%[38.3 µM]	16%
CCOc1ccc2[nH]c(=O)c(CN(Cc3nnnn3Cc3ccco3)C3CCCCC3)cc2c1	-3%	-15%[46.1 µM]	-7%	2%	1.0%	9%[38.3 µM]	-2%
CN1CCN(Cc2c(O)ccc3cc(-c4ccccn4)c(=O)oc23)CC1	2%[46 µM]	20%	-2%	-35%[9.22 µM]	0.1%	-6%	2%
O=C(CCCN1C(=O)/C(=C/c2cccc(Br)c2)SC1=S)Nc1ccccn1	?	-22%[46.1 µM]	2%	?	-7.2%	14%	-8%
COc1ccc(-c2ccc(=O)[nH]n2)cc1	?	-1%[46.1 µM]	3%	3%	-1.0%	4%[38.3 µM]	3%
O=C(CSc1nnc(-c2ccc(O)cc2)n1Cc1ccco1)N1CCc2ccccc2C1	?	-6%[46.1 µM]	-5%	-1%	-0.7%	-17%[38.3 µM]	0%
O=C(CCc1nnc(CCCCc2ccccc2)o1)N1CCCCC1CCO (configuration not stated)	/	8%	/	13%[9.22 µM]	-1.1%	/	11%
CC1CCCCN1CCNc1nc(=S)[nH]c2ccccc12 (configuration not stated)	?	1%[46.1 µM]	-1%	-4%	-0.9%	6%[38.3 µM]	5%
O=C(NCc1ccco1)C1CCN(S(=O)(=O)N2CCC3(CC2)OCCO3)CC1	?	-7%[46.1 µM]	2%	1%	-14%	1%[38.3 µM]	3%
CCCc1nc2ccccc2c(C(=O)OCc2nnc(-c3cc(OC)c(OC)c(OC)c3)o2)c1CC	?	-22%[46.1 µM]	0%	-15%	-1.0%	56%[activator][38.3 µM]	-5%
Cc1cc(NC(=O)c2ccc([N+](=O)[O-])cc2)n(C)n1	0%[46 µM]	-10%	/	5%[9.22 µM]	1.1%	/	3%
Cc1cc(N/N=C/c2ccc(N(C)C)cc2)nc(NCc2ccccc2)n1	/	10µM*	/	-14%[9.22 µM]	0.1%	/	4%
COc1ccc(C(=O)Nc2ccc(S(=O)(=O)NC(C)=O)cc2)cc1	18%	-3%[46.1 µM]	2%	-6%	0.0%	34%[activator][38.3 µM]	14%
O=C1CCc2cc(S(=O)(=O)N3CCC(C(=O)NCc4ccccn4)CC3)ccc2N1	-9%	13%	4%	16%	0.0%	6%	-4%
O=C(CN(Cc1ccccc1F)S(=O)(=O)c1ccc(Cl)cc1)NCCC1=CCCCC1	14%	?	0%	-30%	-0.4%	14%[38.3 µM]	4%
O=C(COC(=O)Cn1[nH]c(=O)c2ccccc2c1=O)Nc1ccc2c(c1)OCO2	7%	?	0%	-1%[9.22 µM]	-2.6%	-1%[38.3 µM]	2%
CCC(C)(C#CCN1CCCCC1)OC(C)=O (configuration not stated)	/	0%	0%	18%[9.22 µM]	1.1%	0%	3%
Cc1ccc(C(=O)Cn2cncn2)cc1	/	13%	/	0%[9.22 µM]	-5.6%	/	1%
Cc1cc(NCc2ccco2)nc2cc(O)ccc12	-12%	-20%[46.1 µM]	0%	-28%	-1.0%	7%	-8%
CC1CCCN(Cc2nc(Cc3ccccc3Cl)no2)C1 (configuration not stated)	-2%[46 µM]	39%	0%	15%[9.22 µM]	-2.3%	8%	2%
COc1ccc(-c2cc(C(=O)NNC(=S)NC(=O)c3c(-c4ccccc4)noc3C)[nH]n2)cc1	/	-25%	2%	?	-0.3%	17%	12%

Reformatted bar-delimited: entries from further up
smiles | LMNA splice mod | NPSR antagonist | Luc counter | HTT aggregate | Epigenetic reg | IMPase Li cell | CBFb RUNX1 block
CC1CCCN(Cc2nc(Cc3ccccc3Cl)no2)C1 (configuration not stated) | -2%[46 µM] | 39% | 0% | 15%[9.22 µM] | -2.3% | 8% | 2%
CCOc1ccccc1-c1nc(C(N)=O)c2[nH]c(=O)n(-c3ccccc3)c2n1 | ? | -15%[46.1 µM] | -6% | 17% | 0.0% | 9%[38.3 µM] | 1%
O=C(CN1C(=O)NC2(CCCCC2)C1=O)N1CCN(S(=O)(=O)c2ccccc2)CC1 | / | 6% | -1% | 14% | 1.1% | -2% | -2%

The list goes on:
SMILES	LMNA splice mod	NPSR antagonist	Luc counter	HTT aggregate	Epigenetic reg	IMPase Li cell	CBFb RUNX1 block
O=C(Nc1ccncc1)c1c(F)cccc1F	1%	-2%[46.1 µM]	7%	13µM*	-0.9%	-8%	3%
CCC(Sc1nc(N)cc(=O)[nH]1)C(=O)Nc1cc(C)on1 (configuration not stated)	?	-29%	-2%	-8%[9.22 µM]	0.1%	5%	1%
COc1ccc(CC(=O)NCC2(c3ccc(OC)c(OC)c3)CCOCC2)cc1	5%	2%[46.1 µM]	-1%	15%	-4.0%	22%[38.3 µM]	5%
C=CCNC(=O)Cn1nc(-c2ccccc2)ccc1=O	-5%	0%[46.1 µM]	0%	?	-2.1%	-5%[38.3 µM]	6%
O=C(NC1=NC2CCCCC2N1)c1ccccc1 (configuration not stated)	3%	-3%[46.1 µM]	?	18%	0.9%	25%[38.3 µM]	4%
Cc1ccc(S(=O)(=O)CC(C)N2CCOCC2)c(S(=O)(=O)CC(C)N2CCOCC2)c1 (configuration not stated)	?	5%[46.1 µM]	0%	6%	-0.6%	-10%[38.3 µM]	0%
O=C(CN1C2=NCCCN2c2ccccc21)c1ccc(Cl)cc1Cl	?	11%	-1%	-20%	1.1%	17%	1%
COc1cccc2c(=O)n(CC(=O)N3CCCc4ccccc43)ccc12	6%	-9%[46.1 µM]	2%	?	-2.4%	-8%[38.3 µM]	-2%
COc1cc(/C=N/n2nnnc2Nc2ccccc2)cc(OC)c1OC	?	-8%	-2%	-4%	0.0%	3%	-4%
O=C1NCCN/C1=C\C(=O)c1ccc(Br)cc1	/	-4%	/	3%[9.22 µM]	0.0%	/	-7%

An excerpt; count on the stated rates, not on these rows.
